SIRT5 block: blocks human SIRT5 desuccinylation of peptide; Purified SirT5, succinyl-peptide AMC, trypsin-coupled fluorescence; inhibition, % at 15 µM; 330,000 compounds, 1.1% hits; AID 652115; in the data active = inhibition above about 15%
Target sequence (Q9NXA8 whole entry, looked up): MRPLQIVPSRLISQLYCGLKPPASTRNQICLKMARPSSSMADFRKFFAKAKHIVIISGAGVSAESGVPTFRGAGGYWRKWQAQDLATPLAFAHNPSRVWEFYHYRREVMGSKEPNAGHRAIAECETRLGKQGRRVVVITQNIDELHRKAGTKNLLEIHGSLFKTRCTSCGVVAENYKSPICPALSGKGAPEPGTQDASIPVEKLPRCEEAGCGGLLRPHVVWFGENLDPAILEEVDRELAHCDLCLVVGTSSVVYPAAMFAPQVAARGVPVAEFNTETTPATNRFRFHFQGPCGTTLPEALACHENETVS
esBAF inh: blocks esBAF chromatin remodeling in mouse ES cells. reporter increase, % at 12.5 µM. Bmi1-luciferase knock-in reporter, 24 h; 100% = twice the neutral-well signal. 350,000 compounds, 2% hits; in the data active = activation above about 40%;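 also: 0% = median of the plate's neutral control wells and 100% = double that signal; a rise in the Bmi1 reporter signal indicates esBAF inhibition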
ARNT TACC3 PPI: ARNT/TACC3 interaction disruption. AlphaScreen His-ARNT PAS-B/GST-TACC3 binding, luminescence; TACC3 fragment carries E629A point mutation. inhibition, % at 9.99 µM. 390,000 compounds, 0.66% hits;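 active = mean inhibition of replicates at least 50% and at least half of replicates each reaching 50%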;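 also: 0% = complete ARNT plus TACC3 wells and 100% = ARNT alone without TACC3; many hits fall short of the cut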
miR-122 sensor: miR-122 inhibition in Huh7 cells. Huh7 miR-122 Renilla luciferase sensor, 48 h; neutral wells = 0, positive control = 100. activation (reporter increase), % at 12.5 µM. 340,000 compounds, 0.3% hits. AID 602342;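 active = mean replicate activation score at least 90 and every replicate individually at or above 90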;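 also: higher luciferase means less miR-122 activity so hits act as miR-122 inhibitors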
C2C12 statin: suppression of simvastatin myotoxicity; C2C12 myotubes + simvastatin, ATP luminescence, 48 h; scaled: DMSO 0, geranylgeraniol control 100; rescue of ATP level, % at 7.49 µM; 330,000 compounds, 0.78% hits; AID 602340;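 active = mean ATP rescue above about 67%, or every replicate alone reaching that limit, limit read from the data, passing the limit was not always enough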;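 also: myotubes were challenged with 10 µM simvastatin during compound exposure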
Cneo AK release: causes C. neoformans cell lysis. adenylate kinase release luminescence, 4 h; normalised: neutral wells 0, clomiphene wells 100. 360,000 compounds, 0.2% hits. lysis activity, % at 15 µM;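 active = mean lysis activity across replicates of at least 80%, whatever share of replicates individually reach that level; inactive = mean lysis activity below 80%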
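Assay system: C. neoformans cells. Amount: yeast cell density of 5 × 10^6 cells/mL. Technique: AK luminescence. Buffer or medium: YPD. Times: static 4 h at 37 °C with compound, 1 h detection. Dosing: single-point compound dose. Read-out: lysis from increased AK signal.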
ERp5 inh: blocks human ERp5 reductase activity on insulin. inhibition, % at 9.99 µM. AID 651711. ERp5 insulin aggregation, absorbance 650 nm, 90 min. Q15084. 350,000 compounds, 0.05% hits;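 active = mean replicate inhibition above about 25%, with every replicate also reaching it, limit read from the data, passing the limit was not always enough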
Target sequence (Q15084 whole entry, looked up): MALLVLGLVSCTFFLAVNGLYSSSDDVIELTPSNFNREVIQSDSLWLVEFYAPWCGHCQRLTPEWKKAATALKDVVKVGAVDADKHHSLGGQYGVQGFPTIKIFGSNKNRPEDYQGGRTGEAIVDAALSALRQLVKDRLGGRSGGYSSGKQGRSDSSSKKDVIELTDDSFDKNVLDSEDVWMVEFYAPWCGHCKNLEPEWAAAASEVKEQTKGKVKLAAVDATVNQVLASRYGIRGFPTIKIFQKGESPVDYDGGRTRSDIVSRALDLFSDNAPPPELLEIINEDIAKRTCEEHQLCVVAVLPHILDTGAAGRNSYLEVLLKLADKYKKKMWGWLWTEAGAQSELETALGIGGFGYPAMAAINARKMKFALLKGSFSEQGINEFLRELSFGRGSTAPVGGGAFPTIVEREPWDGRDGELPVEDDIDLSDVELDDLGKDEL
Numbers without * were called inactive; · = no result given; & = joins results of further samples; [ ] = dose if it differs, or a comment.

SMILES	SIRT5 block	esBAF inh	ARNT TACC3 PPI	miR-122 sensor	C2C12 statin	Cneo AK release	ERp5 inh
CCC(C)NC(=O)C1CCC(=O)N1Cc1ccc(C)cc1 (stereo unspecified)	·	1	-3	-1	-21	2	·
O=C(CCc1c[nH]c2ccccc12)NCC(=O)Nc1ccc(F)c(F)c1F	0	-12	-18	1	7	-1	3
O=C(CSc1n[nH]c(=O)n1C1CC1)Nc1ccccc1	3	1	-6	-11	-5	6	0
CCCN(C)C[C@H]1Oc2ncc(-c3cccc(C(=O)N(C)C)c3)cc2C(=O)N([C@@H](C)CO)C[C@@H]1C	-2	-4	-12	-12[16.7 µM]	13	-3	-2
C[C@@H]1CN([C@@H](C)CO)C(=O)c2cc(NC(=O)Nc3cccc4ccccc34)ccc2O[C@H]1CN(C)Cc1ccc(C(F)(F)F)cc1	7	-2	7	-2[16.7 µM]	·	1	-5
COc1ccc(NC(=O)Nc2ccc3c(c2)[C@H]2C[C@H](CC(=O)NCC(F)(F)F)O[C@H](CO)[C@H]2O3)cc1	2	2	3	1[16.7 µM]	-1	7	-4
C[C@H]1CN([C@@H](C)CO)C(=O)c2cc(C#CC(C)(C)O)cnc2O[C@@H]1CN(C)C(=O)CC1CC1	-7	-2	1	-1[16.7 µM]	18	-2	-2
O=C(CSc1ncccn1)N/N=C/c1ccccc1[N+](=O)[O-]	-5	·	-23	·	·	·	3
COc1ccccc1OCCNC(=O)c1ccc(C(C)(C)C)cc1	-1	·	-7	·	·	·	7
O=[N+]([O-])c1ccc(Nc2nccc(Cl)n2)cc1	-2	·	·	-1	·	-3	2
CCC(C)Sc1ccc([C@H]2N[C@@](C)(C(=O)OC)[C@H]3C(=O)N(C)C(=O)[C@@H]23)cc1 (stereo partly specified)	·	0	0	·	0	4	-7
Nc1[nH]c(=O)[nH]c(=O)c1N=Nc1ccc(C(=O)O)cc1	2	0	9	-9	2	1	1
O=C(O)c1ccc2c(c1)OCCO2	·	0	-5	3	7	0	·
CCCC(=O)Nc1ccc2c(c1)C(=O)N(C)C[C@H](OC)[C@H](C)CN(C(=O)c1cccnc1)[C@@H](C)CO2	-5	-4	-4	·	-8	-2	5
CCOc1ccc(N(C(=O)c2snc(C(N)=O)c2N)C(C(=O)NC2CCCC2)c2ccncc2)cc1 (stereo unspecified)	-7	7	-4	-1	-56	-2	-2
COc1ccc(NC(=O)c2sccc2-n2cccc2)cc1	-2	-9	3	6	2	1	2
O=C(/C=C/c1c(F)cccc1Cl)c1ccc(F)cc1	·	3	-12	0	129*	0	·
NNC(=O)c1c[nH]c2ccc(OCc3ccccc3)cc12	-5	·	-5	·	·	·	3
O=C(CCN1CCCCC1)NCC[C@@H]1CC[C@@H](NC(=O)c2ccc(F)cc2)[C@@H](CO)O1	-5	0	-2	·	-1	2	3
CNC[C@H]1Oc2ccc(NS(=O)(=O)c3ccc(C)cc3)cc2CC(=O)N([C@@H](C)CO)C[C@H]1C	·	-4	·	2[16.7 µM]	42	·	·
CCn1nc([N+](=O)[O-])c2c(-c3nc4ccccc4o3)c(N)n(CCCOC)c2c1=O	13	·	-2	·	·	0	-2
CCOC(=O)N1CCN(C(=O)c2cccc(N3C(=O)NC4CC3(C)Oc3ccccc34)c2)CC1 (stereo unspecified)	-3	-6	4	-2	-4	0	-3
O=C(O)c1ccccc1Nc1ccc(OC(F)F)cc1	8	·	-5	·	·	·	4
CCC(C)NC(=O)C(Cc1ccccc1)NS(=O)(=O)c1cccc2nsnc12 (stereo unspecified)	·	-6	-1	12	-3	1	·
NC(=O)c1ccc(N2CCN(c3ccccc3O)CC2)c([N+](=O)[O-])c1	0	7	-2	9	1	-2	5
Cn1cc(CC(=O)NCCCN2CCCC2)c2ccccc21	·	8	4	-21	·	·	·
CC(=O)Nc1sc2c(c1C#N)CCCC2	·	5	-6	-3	-5	2	·
COc1ccc(NC(=O)Nc2ccc3c(c2)C(=O)N([C@H](C)CO)C[C@H](C)[C@H](CN(C)S(=O)(=O)c2ccccc2)OCCCC[C@H](C)O3)cc1	12	8	12	-10[16.7 µM]	·	-9	1
O=C(N/N=C1\C2CN3CCN(C2)CC1(c1ccccc1)C3)Nc1ccccc1	-2	·	5	0	·	·	8
C/C=C/c1ccc([C@@H]2[C@@H](CN(C)C(=O)CN(C)C)N(C(C)=O)[C@H]2CO)cc1	12	-1	-3	-30[16.7 µM]	-2	0	2

Reformatted with bars between the fields: five of the compounds above.
molecule | SIRT5 block | esBAF inh | ARNT TACC3 PPI | miR-122 sensor | C2C12 statin | Cneo AK release | ERp5 inh
CNC[C@H]1Oc2ccc(NS(=O)(=O)c3ccc(C)cc3)cc2CC(=O)N([C@@H](C)CO)C[C@H]1C | · | -4 | · | 2[16.7 µM] | 42 | · | ·
CCn1nc([N+](=O)[O-])c2c(-c3nc4ccccc4o3)c(N)n(CCCOC)c2c1=O | 13 | · | -2 | · | · | 0 | -2
CCOC(=O)N1CCN(C(=O)c2cccc(N3C(=O)NC4CC3(C)Oc3ccccc34)c2)CC1 (stereo unspecified) | -3 | -6 | 4 | -2 | -4 | 0 | -3
O=C(O)c1ccccc1Nc1ccc(OC(F)F)cc1 | 8 | · | -5 | · | · | · | 4
CCC(C)NC(=O)C(Cc1ccccc1)NS(=O)(=O)c1cccc2nsnc12 (stereo unspecified) | · | -6 | -1 | 12 | -3 | 1 | ·

Continuation:
SMILES	SIRT5 block	esBAF inh	ARNT TACC3 PPI	miR-122 sensor	C2C12 statin	Cneo AK release	ERp5 inh
Cc1cc(C(C)(C)C)oc1C(=O)N(CC(=O)NC1CCCC1)c1ccc(F)cc1	0	-6	3	-2	3	25	-31
COc1ccc(CC(=O)NCc2nc(-c3ccccc3)no2)cc1	1	-1	10	-1	15	3	1
COc1ccc(-c2nc(SC(CC(=O)NCc3ccccc3)c3ccc(OC)c(OC)c3)n[nH]2)cc1 (stereo unspecified)	0	·	-1	·	·	·	0
Cn1ncc2c(NNC(=O)c3ccc(O)cc3)ncnc21	3	·	-4	·	·	·	-4
Cc1onc(-c2ccccc2)c1C(=O)NCc1ccc(F)cc1	1	·	-9	·	·	·	2
COc1ccc([N+](=O)[O-])c(OC)c1C(=O)NC(=O)Nc1c(C)cccc1C	-2	3	-13	-6	-14	0	-5
COc1cccc(NC(=O)c2nc3nc(C)cc(C(F)F)n3n2)c1	·	7	1	·	7	5	11
O=C(N=C1SC2CS(=O)(=O)CC2N1c1ccc(Cl)cc1Cl)C1CC1 (stereo unspecified)	-3	-3	2	-3	6	0	8
COc1ccccc1NC(=O)CN1CCC(C(=O)c2ccc(F)cc2)CC1	·	6	3	-6	-3	7	·
CCO[C@@H]1OC(C(=O)N2CCN(Cc3ccc4c(c3)OCO4)CC2)=C[C@H](C)[C@H]1CCCO	-1	0	8&-1	-4	9	-11&2	-1&5
CC1=CS(=O)(=O)CC1Sc1ncn[nH]1 (stereo unspecified)	·	·	-6	-4	·	7	·
CCCN(CC(=O)Nc1ccccc1OC)C(=O)CCC(=O)c1ccc(OCC)cc1	0	0	-25	-5	5	-5	-5
O=C(OCCN1C(=O)c2ccccc2C1=O)c1ccco1	·	-4	-6	-1	-1	-3	·
Cc1ccc2oc(C(=O)N(Cc3ccncc3)CC3CCCO3)c(C)c2c1 (stereo unspecified)	3	58*	-1	4	2	-3	3
COc1cccc(-c2cnc3c(c2)C(=O)N([C@H](C)CO)C[C@H](C)[C@H](CN(C)C(=O)CC2CC2)O3)c1	-5	-5	-7	20[16.7 µM]	·	-9	4
CC(OC(=O)CCN=C1NS(=O)(=O)c2ccccc21)C(=O)Nc1ccc(S(N)(=O)=O)cc1 (stereo unspecified)	-3	1	1	-4	-1	0	·
Cc1cc(C)n2c(SCC(=O)Nc3ccccc3)nnc2n1	·	0	-3	·	0	-1	0
O=C1C=C(c2ccc(CO)cc2)C[C@@H](c2ccc(F)cc2)C1	2	5	·	1	0	0	2
C[C@@H]1CN([C@H](C)CO)C(=O)c2cc(NC(=O)Nc3cccc4ccccc34)ccc2O[C@@H](C)CCCCO[C@H]1CN(C)S(=O)(=O)c1ccc(Cl)cc1	6	7	-6	2[16.7 µM]	·	-1	5
CCOc1ccc(C(=O)N[C@H](C(=O)N2CCN(c3ncccn3)CC2)C(C)C)cc1	-2	-8	·	4	2	11	-2
CC1CC(C)CN(C(=O)COC(=O)c2cc([N+](=O)[O-])ccc2N2CCOCC2)C1 (stereo unspecified)	4	·	7	·	·	·	-3
Cc1ccc(OCC(O)CN2CCN(c3ccc(C)cc3)CC2)cc1 (stereo unspecified)	-2	-2	-4	-4	20	-1	2
OCCNCCOc1ccccc1-c1ccccc1	·	-5	-8	-3	1	-8	·
CCCC[C@H]1COCCS(=O)(=O)N1Cc1cccc(F)c1	·	-5	12	0	0	39	-2
CC(C)(C)OC(=O)N1CCC(C(=O)N2CCCCCC2)CC1	·	·	-5	-5	·	1	·
Cc1ccc(S(=O)(=O)Nc2cccc(C(=O)NCC(c3ccc(F)cc3)N3CCOCC3)c2)cc1 (stereo unspecified)	0	4	-1	-7	16	0	5
CC(C)NC(=O)Nc1ccc2c(c1)CC(=O)N([C@@H](C)CO)C[C@@H](C)[C@@H](CN(C)C)O2	-1	-3	·	12[16.7 µM]	9	8	-2
CCCC#Cc1ccc2c(c1)O[C@@H](CN(C)Cc1cncnc1)[C@H](C)CN([C@H](C)CO)S2(=O)=O	3	2	1	-1[16.7 µM]	-63	0	1
COc1cccc(C2C(C#N)=C(N)OC3=C2C(=O)CCC3)c1OC(=O)c1ccco1 (stereo unspecified)	·	3	2	3	10	1	·
CCCCNC(=O)c1ccc(NC(=O)C2CCCO2)cc1 (stereo unspecified)	·	0	3	-4	7	6	·

Fetched by structure from the entries so far:
SMILES	SIRT5 block	esBAF inh	ARNT TACC3 PPI	miR-122 sensor	C2C12 statin	Cneo AK release	ERp5 inh
CC1CC(C)CN(C(=O)COC(=O)c2cc([N+](=O)[O-])ccc2N2CCOCC2)C1 (stereo unspecified)	4	·	7	·	·	·	-3
CC(C)NC(=O)Nc1ccc2c(c1)CC(=O)N([C@@H](C)CO)C[C@@H](C)[C@@H](CN(C)C)O2	-1	-3	·	12[16.7 µM]	9	8	-2

The results go on:
SMILES	SIRT5 block	esBAF inh	ARNT TACC3 PPI	miR-122 sensor	C2C12 statin	Cneo AK release	ERp5 inh
COc1ccc(S(=O)(=O)Nc2ccc3c(c2)C(=O)N([C@H](C)CO)C[C@H](C)[C@H](CN(C)C)OCCCC[C@H](C)O3)cc1	3	·	-9	-3[16.7 µM]	·	0	1
CCOC(=O)C1(C)NC(c2cccs2)C2C(=O)N(c3ccc(OC)cc3)C(=O)C21 (stereo unspecified)	-5	·	·	-9	·	·	0
CCOC(=O)C1=NNC(C(=O)c2ccc(Cl)cc2)C1c1ccccc1 (stereo unspecified)	-1	-8	-2	-7	-10	2	-6
Cc1ccc(S(=O)(=O)N2CCOCC2)cc1NC(=O)CN1CCN(C)CC1	-2	-4	1	-10	-11	-7	8
CCc1nc2c(OCc3ccc(F)c(F)c3)cccn2c1N(C)C(=O)c1ccc(C)cc1	·	-2	·	3	-5	4	-5
COc1ccc(NC(=O)C2CCCN(S(=O)(=O)c3ccc4[nH]c(=O)ccc4c3)C2)cc1 (stereo unspecified)	·	5	-2	-5	-1	0	-3
O=C(Nc1ccc(Br)cc1)C1CC(O)CN1C(=O)OCc1ccccc1 (stereo unspecified)	·	1	-14	1	-22	-1	5
CN(Cc1cnccn1)C(=O)C1CCC(=O)N(CCc2ccc(Cl)cc2)C1 (stereo unspecified)	-2	-9	-3	-5	-7	-2	3
COC(=O)C[C@@H]1C=C[C@H](NC(=O)c2ccccc2)[C@H](CO)O1	2	-1	7	·	-14	10	11
Cc1ccc(NC(=O)COC(=O)c2ccco2)cc1S(=O)(=O)N1CCCCC1	1	-5	·	2	-1	1	3
CC(C)C(=O)Nc1nnc(SCC(=O)NCc2cccs2)s1	·	7	-5	-2	·	-2	·
O=C(C[C@H]1CC[C@H]2[C@@H](COC[C@@H](O)CN2Cc2cc(F)ccc2F)O1)NCc1ccccc1	-3	4	0	-1[16.7 µM]	10	-2	1
O=C(CC1OC(=O)c2ccccc21)Nc1ccccc1N1CCOCC1 (stereo unspecified)	·	-3	-5	-5	-4	6	·
COc1ccc(-c2cc3c(=O)n(CC(=O)NCCCN4CCC(N5CCCCC5)CC4)ncn3n2)cc1	-6	-18	1	-3	-6	-1	4
